High-throughput results as filed in PubChem BioAssay.
14-3-3g Raf: modulators of human 14-3-3 gamma - Raf peptide interaction | P61981 | FP, 14-3-3gamma / TMR-pS259-Raf peptide binding | inhibition, % at 40 µM | 160,000 compounds, 0.19% hits | AID 422; in the data active means inhibition above about 30%;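 further: 0% = protein plus tracer without compound and 100% = blank with tracer alone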
Target sequence (P61981 whole entry, looked up): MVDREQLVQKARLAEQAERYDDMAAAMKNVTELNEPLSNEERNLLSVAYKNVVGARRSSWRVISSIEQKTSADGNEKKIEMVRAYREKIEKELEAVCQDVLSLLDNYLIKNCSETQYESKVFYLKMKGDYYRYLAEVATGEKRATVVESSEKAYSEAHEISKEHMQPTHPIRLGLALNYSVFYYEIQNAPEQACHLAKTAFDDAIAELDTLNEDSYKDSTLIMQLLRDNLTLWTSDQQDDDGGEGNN
Numbers without * were called inactive; & = joins results of further samples. These rows are one share of the data (hit frequency here may not be typical).

The opening two entries as a preview:
SMILES	14-3-3g Raf
Cc1cccc(N2CSC3=C(C#N)C(c4ccc(C)o4)CC(=O)N3C2)c1 (stereo unspecified)	-15
CCCCCc1c(C)nc(N2CCc3ccccc3C2)[nH]c1=O	7

The whole of this part (from the top)
SMILES	14-3-3g Raf
Cc1cccc(N2CSC3=C(C#N)C(c4ccc(C)o4)CC(=O)N3C2)c1 (stereo unspecified)	-15
CCCCCc1c(C)nc(N2CCc3ccccc3C2)[nH]c1=O	7
COc1ccc(OC)c(-n2nnnc2SCC(=O)Nc2nc(C)c(C)s2)c1	-1
CCS(=O)(=O)N1CCCC(C(=O)NCCCN2CCOCC2)C1 (stereo unspecified)	-2
CN(C(=O)COC(=O)COc1ccccc1F)C1CCS(=O)(=O)C1 (stereo unspecified)	-8
O=C(Cn1nnc(-c2ccccc2)n1)OC1CCOC1=O (stereo unspecified)	-2
O=C(O)CCc1nc(-c2ccccc2Cl)no1	3
COc1nc(OC)nc(N2CCC(C(=O)NCc3ccco3)CC2)n1	12
CC(NC(=O)C1CCC(=O)N1Cc1ccc(F)cc1)c1ccc2c(c1)OCCO2 (stereo unspecified)	1
O=C(NCc1ccccn1)Nc1cccc(NC(=O)NCc2ccccn2)c1	-2
Nc1nnc(CCCn2c3ccccc3c(=O)c3ccccc32)s1	-4
Cc1ccc(NC(=O)CCC(=O)N2N=C(c3ccc(Br)cc3)CC2c2ccc(Br)cc2)cc1 (stereo unspecified)	-8
CCCC1(C(=O)OC)NC(c2ccc(OC)c(OC)c2)C2C(=O)N(c3ccc4c(c3)OCO4)C(=O)C21 (stereo unspecified)	-1
COC(=O)c1cc(NC(=O)c2cc3nc(-c4ccc(C)cc4)cc(C(F)(F)F)n3n2)cc(C(=O)OC)c1	2
Cc1cc(I)ccc1N1C(=N)SCC1=O	-35
CCN(CCCNC(=O)Cn1c(=O)[nH]c2ccccc2c1=O)c1cccc(C)c1	-2
Cc1ccc2sc(-c3ccc(N4C(=O)C5CC=CCC5C4=O)cc3)nc2c1 (stereo unspecified)	-18
Cc1ccc(-c2nc3cc(NC(=O)C(C)C)ccc3o2)cc1	-3
O=[N+]([O-])c1cccc(C=Nc2ccc(S(=O)(=O)c3ccc(N=Cc4cccc([N+](=O)[O-])c4)cc3)cc2)c1	0
c1ccc2c(c1)CCCN2c1nc2ccccc2n2cnnc12	-3
CC(=O)NC1=NN(C(C)=O)C(c2ccc(F)cc2)S1 (stereo unspecified)	2
CCc1ccc(C2NC(C(=O)O)CS2)cc1 (stereo unspecified)	-6
CCN(Cc1ccccc1)S(=O)(=O)c1ccc(F)c(C(=O)Nc2ccc(C(F)(F)F)cc2)c1	-6
CC(C)COC(=O)C(C#N)c1nc2ccccc2nc1N1CCN(Cc2ccccc2)CC1 (stereo unspecified)	-9
NS(=O)(=O)c1ccc(CCNC(=O)CN2C(=O)C3C4C=CC(CC4)C3C2=O)cc1 (stereo unspecified)	4

Further results.
SMILES	14-3-3g Raf
CCCOc1ccc(-c2nn(-c3ccccc3)cc2C2NC(=O)NC(C)=C2C(=O)OC)cc1 (stereo unspecified)	-22
NS(=O)(=O)c1ccc(CCn2c(SCc3cccc(Cl)c3)nc3ccccc3c2=O)cc1	1
CN(C)CCC(=O)N1c2ccccc2Sc2ccc(Cl)cc21	-1
O=C(NC1CCCCC1)C(c1ccco1)N(C(=O)c1csnn1)C1CCCC1 (stereo unspecified)	1
Cn1c(/N=C/c2c[nH]c3ccccc23)nc2ccccc21	0
C=CCN1C(=O)NC2C1N(S(C)(=O)=O)CCN2S(C)(=O)=O (stereo unspecified)	-10
COC(=O)c1ccc(Cn2cnc([N+](=O)[O-])n2)o1	-2
CN(Cc1ccccc1)S(=O)(=O)c1ccc2c(c1)c(=O)n(C)c(=O)n2C	-1
CCCOC(=O)c1ccc(Nc2cc(C)nc3ccc(Cl)cc23)cc1	-32
CC(=O)c1ccc(NC(=O)COc2ccc(Br)cc2)cc1	-10
O=C(Nc1nnc(-c2cccc([N+](=O)[O-])c2)s1)c1ccc(S(=O)(=O)N2CCCCC2)cc1	-12
COc1ccc(C2C(C#N)=C(N)Oc3cc4c(cc32)OCO4)cc1 (stereo unspecified)	-7
Cn1c(=O)c(C(=O)Nc2cccnc2)c(O)c2ccccc21	2&-2
CCn1cc(C(=O)NCc2ccc3c(c2)OCO3)c(=O)c2ccc(C)nc21	-1
O=S(=O)(NCC12CC3CC(CC(C3)C1)C2)c1ccc(S(=O)(=O)N2CCOCC2)cc1	9
N#CCCN1CCN(C(=S)c2ccc(-c3ccc(Cl)c(Cl)c3)o2)CC1	-3
O=C(NC1CCCCC1)N1CCN(CCc2ccccc2)CC1	-9
O=C(Nc1cccc(C(F)(F)F)c1)c1ccc(N2C(=O)c3ccccc3C2=O)cc1	-10
CCOc1ccc(-c2n[nH]c(=S)o2)cc1	10
CCOC(=O)c1c(NC(=O)c2cccc(C)c2)sc(C(=O)Nc2cccc(Cl)c2C)c1C	-6
Cc1[nH]c2c(C)cccc2c(=O)c1Br	-5
CCCOC(=O)c1ccc(NC(=O)c2ccc(Cl)cc2)cc1	-2
Cc1cc(C)c(C#N)c(SCC(=O)Nc2ccc([N+](=O)[O-])cc2)n1	-6
Cc1ccccc1C(=O)Nc1c2c(nn1-c1cccc(C)c1C)CSC2	-3
Nc1ccc(C(=O)NC2CC2)cc1[N+](=O)[O-]	4

(list continues)
SMILES	14-3-3g Raf
COc1ccccc1-n1cnc2cc(N=Cc3ccc(N(C)C)cc3)ccc21	-12
Cn1c(SCC(=O)N2CCCc3ccccc32)nc2c([nH]c3ccccc32)c1=O	-1
O=C(c1cc2nc(-c3ccco3)cc(C(F)(F)Cl)n2n1)N1CCOCC1	-1
CCOC(=O)c1cccc(NC(=O)CSc2nnnn2CC)c1	-8
O=C1CSC(c2ccc(Cl)cc2)N1 (stereo unspecified)	-1
Cc1ccc(Cn2c(CN3CCN(C(=O)c4ccco4)CC3)nc3c2c(=O)n(C)c(=O)n3C)cc1	-4
CCOc1cccc2c1OC(c1ccc(C(=O)OC)cc1)N1N=C(c3ccc(C)o3)CC21 (stereo unspecified)	-10
CC1CCc2c(sc(NC(=O)c3ccccc3F)c2C(=O)NCc2ccccc2)C1 (stereo unspecified)	0
O=C(NCCN1CCOCC1)C1C2C=CC3(CN(Cc4cccs4)C(=O)C13)O2 (stereo unspecified)	-3
O=C(Cn1nc(Cc2cccnc2)c2ccccc2c1=O)N1CCN(c2ccccn2)CC1	3
Cc1ccccc1OCC(=O)Nc1ccc2c(c1)OCCO2	-5
Nc1nc(SCC(=O)NCCCO)nc2sc3c(c12)CCC3	1
c1ccc(CC2NCCc3c2[nH]c2ccccc32)cc1 (stereo unspecified)	-40
O=S(=O)(NCc1cccnc1)c1cccc2cccnc12	1
CC(=O)Nc1cccc(N(C)S(C)(=O)=O)c1	-2
CCSCCOC(=O)C1=C(C)NC2=C(C(=O)CCC2)C1c1ccccc1OC(C)C (stereo unspecified)	-9
COc1ccc(CCNC(=O)CCn2c(SCC#N)nc3ccccc3c2=O)cc1OC	-2
CC(Cc1cccs1)NC(=O)Nc1ccccc1 (stereo unspecified)	-1
CCN(CC)C(=S)Oc1cccc(C(=O)Nc2ccc(Br)cc2)c1	3
CCCCCn1c(-c2ccco2)nc2nc3ccccc3nc21	-2
COc1ccc(CNC(=O)C2CC(c3ccc(OC)cc3)=NO2)cc1 (stereo unspecified)	1
CCCn1c(SCC(=O)Nc2ccc(OC)cc2)nnc1-c1ccncc1	11
O=C(NCCO)C(=O)Nc1ccc(Br)cc1	-2
O=C(Nc1ccc(Oc2ccc(Cl)cc2)cc1)c1cnc2n(c1=O)CCS2	-10
CCOC(=O)c1c(C)c(C(=O)O)n(C)c1C	0

Next section
SMILES	14-3-3g Raf
CCOCCCNC(=O)c1ccc2c(c1)ncn2-c1cccc(C)c1	-23
COc1ccc(-c2cc(C(F)(F)F)nc(NCc3cccs3)n2)cc1OC	-5
COC(=O)c1ccccc1NC(=O)Cn1c(=O)n(-c2ccc(C)cc2)c(=O)c2sccc21	6
CC12CCC(CC(=O)c3ccccc3)(CC1)CC2	3
COC(=O)c1ccccc1S(=O)(=O)N(Cc1cc2cc3c(cc2[nH]c1=O)OCO3)C1CCCCC1	-5
Cc1ccc(C(=O)CSc2nnc(-c3cccnc3)n2N)cc1	-2
Cc1cc(=O)n(C)c(=O)n1CC(=O)N1CCCCCC1	4
Cn1c(CNc2ccccc2)nc2ccccc21	-2&-2
Cc1noc(C(=O)Nc2c(C)nn(Cc3ccccc3)c2C)c1Cl	-4
O=C(Nc1nccs1)C12CC3CC(C1)CC(C(=O)Nc1nccs1)(C3)C2	-18
CCC(=O)Nc1sc2c(c1C(=O)Nc1ccccc1Cl)CCC(C(C)(C)C)C2 (stereo unspecified)	-10
CCN(CC)S(=O)(=O)c1cccc(-c2nnc(C(=O)c3ccc(C(F)(F)F)cc3)o2)c1	-3
CCCCOC(=O)c1ccc(NC(=O)C(CCS(C)(=O)=O)NC(C)=O)cc1 (stereo unspecified)	-3
CCc1ccc(N2C(=O)Nc3ccc(Br)cc3C2(O)C(=O)NCc2ccccc2)cc1 (stereo unspecified)	1
COc1ccccc1NC(=O)Cn1cnc2c1c(=O)n(C)c(=O)n2C	-1
CC(=O)N(c1ccc2oc3c(c2c1)CCCC3)S(=O)(=O)c1cc(C)ccc1C	-9
COc1ccc(Cn2c(Oc3ccccc3C)nc3c2c(=O)n(C)c(=O)n3C)cc1	8
CCN1C(=O)c2ccccc2Sc2ccc(C(=O)NCc3ccccn3)cc21	-8
COCc1cc(C)nc(N2CCCCC2)c1C#N	-7
COc1cccc(NC(=O)CSc2nc3c(sc(=S)n3-c3ccccc3)c(=O)[nH]2)c1	1
COC(=O)c1c(NC(=O)c2sc3ccccc3c2Cl)sc(C)c1C	-1
O=C(CSc1nnc(CNC(=O)c2ccco2)o1)Nc1ccc2c(c1)OCCO2	-3
CN1CCN(CCC(=O)N2c3ccccc3Sc3ccc(Cl)cc32)CC1	-1
O=c1[nH]c(-c2cccs2)nc2ccccc12	-7
Cc1[nH]c2ccccc2c1C(c1cccs1)N1CCOCC1 (stereo unspecified)	-5

Looked up by compound from the entries so far:
SMILES	14-3-3g Raf
CC12CCC(CC(=O)c3ccccc3)(CC1)CC2	3
CCOCCCNC(=O)c1ccc2c(c1)ncn2-c1cccc(C)c1	-23
COCc1cc(C)nc(N2CCCCC2)c1C#N	-7

Following part.
SMILES	14-3-3g Raf
O=C1C(=O)N(c2nccs2)C(c2ccc(F)cc2)/C1=C(\O)c1ccc([N+](=O)[O-])cc1 (stereo unspecified)	-5
CN(C)CCOC(c1ccccc1)c1ccccc1 (tested in a mixture with another compound)	1
C=CCn1c(SCC(=O)c2cc(C)n(CC3CCCO3)c2C)nnc1-c1ccccc1 (stereo unspecified)	-4
CCOC(=O)c1oc2ccccc2c1CSc1ccccn1	-1
O=c1[nH]cnc2nc(-c3ccco3)c(-c3ccco3)nc12	-12
CC(C)(C)C(=O)N1CCN(CCN2C(=O)c3cccc4cccc(c34)C2=O)CC1	4
Cc1ccc(CNC(=O)CCCn2c(=O)c3sccc3n(Cc3cccc(C)c3)c2=O)cc1	2
CCOc1ccc(CNC(=O)c2cc(-c3ccc(Br)s3)nc3ccccc23)cc1OC	2
Cc1cc(NS(=O)(=O)c2ccc(NC(=O)c3cccs3)cc2)nc(C)n1	8
c1ccc(CC2CN=C(N3CCOCC3)S2)cc1 (stereo unspecified)	6
CC(C)n1c(=S)[nH]c2ccccc2c1=O	-7
O=C(c1cccn2c(=O)c3cc4ccccc4cc3nc12)N1CCN(c2ccc([N+](=O)[O-])cc2)CC1	7
CCOc1ccc(/C(O)=C2\C(=O)C(=O)N(c3ccccc3)C2c2ccccc2)cc1 (stereo unspecified)	-2
CC(C)(C)CC(C)(C)N=C1NS(=O)(=O)c2ccccc21	-5
COc1ccc(NS(=O)(=O)c2ccc(NC(=O)c3ccccc3O)cc2)nn1	-7
c1ccc(N=P(N2CCOCC2)(N2CCOCC2)N2CCOCC2)cc1	1
O=C(CN1C(=O)C2CCCCN2C(=O)c2ccccc21)N1CCCc2ccccc21 (stereo unspecified)	-2
Cc1ccc(N=c2c([N+](=O)[O-])nn(-c3ccc4c(c3)OCCO4)n2O)c(Cl)c1	-4
CCc1ccc(NC(=O)c2ccc(F)c(S(=O)(=O)N3CCC(Cc4ccccc4)CC3)c2)cc1	-7
CC(=O)Nc1ccc(NS(=O)(=O)c2ccc3c(c2)C(=O)c2ccccc2C3=O)cc1	-5
Cc1ccc(OCC(=O)Nc2cccc(-c3nc4cc(C)cc(C)c4o3)c2)c(C)c1	-5
O=C(C1CC1)N1CCc2cc(Br)cc(S(=O)(=O)N3CCc4ccccc4C3)c21	-7
Cc1cccc(NC(=O)CSc2nc3c(c(=O)n2-c2ccc(Cl)cc2)SCC3)c1C	-15

Taken from above.
Result for `Cc1[nH]c2ccccc2c1C(c1cccs1)N1CCOCC1` (stereo unspecified) under 14-3-3g Raf: -5
Result for `c1ccc(CC2NCCc3c2[nH]c2ccccc32)cc1` (stereo unspecified) under 14-3-3g Raf: -40
Result for `Cn1c(=O)c(C(=O)Nc2cccnc2)c(O)c2ccccc21` under 14-3-3g Raf: 2&-2
Result for `Cc1[nH]c2c(C)cccc2c(=O)c1Br` under 14-3-3g Raf: -5
Result for `CCN(Cc1ccccc1)S(=O)(=O)c1ccc(F)c(C(=O)Nc2ccc(C(F)(F)F)cc2)c1` under 14-3-3g Raf: -6
Result for `CCCOc1ccc(-c2nn(-c3ccccc3)cc2C2NC(=O)NC(C)=C2C(=O)OC)cc1` (stereo unspecified) under 14-3-3g Raf: -22

Rewritten as a markdown table: part of the list above
| canonical_smiles | 14-3-3g Raf |
| --- | --- |
| Cc1cccc(NC(=O)CSc2nc3c(c(=O)n2-c2ccc(Cl)cc2)SCC3)c1C | -15 |
| COc1ccccc1-n1cnc2cc(N=Cc3ccc(N(C)C)cc3)ccc21 | -12 |
| CC(C)COC(=O)C(C#N)c1nc2ccccc2nc1N1CCN(Cc2ccccc2)CC1 (stereo unspecified) | -9 |
| CCOC(=O)c1c(NC(=O)c2cccc(C)c2)sc(C(=O)Nc2cccc(Cl)c2C)c1C | -6 |
| COc1ccc(CNC(=O)C2CC(c3ccc(OC)cc3)=NO2)cc1 (stereo unspecified) | 1 |
| CCN(CCCNC(=O)Cn1c(=O)[nH]c2ccccc2c1=O)c1cccc(C)c1 | -2 |
